XiGFP reactiv: activators of X-chromosome reactivation in mouse fibroblasts; XiGFP mouse fibroblasts, % GFP-positive cells imaging, 3 d; cells co-treated with 5-aza-dC sensitizer; scaled so ellipticine positive control = 100%; activation, % at 7.58 µM; 360,000 tested, 0.055% active;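 active = mean normalized replicate activation at least 10% and every replicate at or above 10%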;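 note: 0% = median of on-plate neutral control wells and 100% = ellipticine 6 µM median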
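Assay system: SV40-immortalized XiGFP fibroblast cells, line 68-5-11; buffer or medium: DMEM plus 5-aza-dC sensitizer; compound: one concentration, pinned; timing: compounds 3 days, fix/stain 15 min at room temperature; benchmarks: positive control ellipticine, 6 µM final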
esBAF inh: inhibitors of esBAF chromatin remodeling in mouse ES cells; 350,000 tested, 2% active; reporter increase, % at 12.5 µM; AID 602393; Bmi1-luciferase knock-in reporter, 24 h; 100% = twice the neutral-well signal; in the data active = activation above about 40%;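 note: 0% = median of the plate's neutral control wells and 100% = double that signal; a rise in the Bmi1 reporter signal indicates esBAF inhibition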
E-sel inducer: E-selectin induction on HUVECs | P16581 | 260,000 tested, 0.37% active | AID 686992 | HUVEC E-selectin immunofluorescence imaging; normalized: neutral wells 0, TNF-alpha wells 100 | activation, % at 7.58 µM;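 active = mean E-selectin-positive cell signal at least 10% of the positive control, reached in at least 60% of replicates, without over 20% cell loss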;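 note: in these data hits start at about 27%; measured in HUVEC primary endothelial cells; signal is the percent of cells scored E-selectin positive by PE staining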
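assay system = HUVEC, human umbilical vein endothelial cells | input = 3,000 HUVEC seeded per well | medium = EGM-2 growth medium on 0.1% gelatin-coated wells | dosing = one compound dose added by pin transfer | signal = immunofluorescence imaging | read-out basis = % PE-positive cells | control set = TNF-alpha, DMSO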
S100A4 MyoIIA: blocks human S100A4 binding to myosin IIA peptide; inhibition, % at 10.7 µM; AID 652163; 360,000 tested, 0.14% active; S100A4/TAMRA-MyoIIA peptide fluorescence polarization; P26447;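 active = mean inhibition of at least 70% across replicates, with every replicate also reaching that level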
Target sequence (P26447 whole entry, looked up): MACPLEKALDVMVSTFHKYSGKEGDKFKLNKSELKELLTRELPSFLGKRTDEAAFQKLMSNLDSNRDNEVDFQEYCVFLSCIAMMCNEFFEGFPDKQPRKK
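Material: S100A4 monomer (human). Medium: Calcium-containing HEPES buffer, pH 7.2. Probe or stimulus: labelled myosin peptide probe, 5 nM. Compound dosing: one concentration per compound. Timing: polarization read 5 min after assay mix addition, stable 5–60 min. Benchmarks: DMSO as neutral control, TFP as positive control.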
RAD54 branch: blocks human RAD54 Holliday junction branch migration. FAM/BHQ fluorescence. inhibition, % at 10.4 µM. 360,000 tested, 0.14% active. AID 602329;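 active = mean normalized replicate activity at least 40 and at least half of replicates scoring 40 or more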;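 note: 0% = median of neutral control wells and 100% = median of positive control wells; inhibitors cause a drop in the FAM fluorescence signal; in these data hits start at about 50%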
EWS-Fli inh: blocks EWS/Fli oncoprotein-driven transcription; A673 NR0B1-luciferase reporter, viability-normalised; inhibition, % at 12.6 µM; 350,000 tested, 0.67% active; AID 651661;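 active = mean inhibition of at least 50% after viability correction, with every replicate also passing that limit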;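 note: firefly luciferase signal divided by Alamar Blue viability fluorescence both relative to DMSO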
FN deposition inh: fibronectin deposition inhibition; AH1F fibroblasts, Alexa488-fibronectin deposition fluorescence, overnight; inhibition, % at 12.6 µM; 350,000 tested, 0.086% active; AID 743247;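 active = mean inhibition across replicates of 30% or more, regardless of how many single replicates reach that level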;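 note: positive control wells lacked labelled fibronectin entirely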
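test system = AH1F fibroblasts assembling fluorescent fibronectin matrix | quantity = 10000 AH1F cells per well | buffer or medium = DMEM plus 2% serum, read in PBS | doses = single dose, pinned | incubation = 1 h cell attachment, overnight exposure to compound and label | detection = fluorescence at 485 nm excitation, 525 nm emission | read-out basis = inhibition from reduced deposited-fibronectin fluorescence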
RAD52 inh: blocks human RAD52 DNA annealing. 360,000 tested, 0.46% active. AID 651710. recombinant RAD52 DNA annealing, FRET fluorescence. inhibition, % at 18.7 µM. P43351;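 active = every replicate showing at least 50% inhibition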
Target sequence (P43351 whole entry, looked up): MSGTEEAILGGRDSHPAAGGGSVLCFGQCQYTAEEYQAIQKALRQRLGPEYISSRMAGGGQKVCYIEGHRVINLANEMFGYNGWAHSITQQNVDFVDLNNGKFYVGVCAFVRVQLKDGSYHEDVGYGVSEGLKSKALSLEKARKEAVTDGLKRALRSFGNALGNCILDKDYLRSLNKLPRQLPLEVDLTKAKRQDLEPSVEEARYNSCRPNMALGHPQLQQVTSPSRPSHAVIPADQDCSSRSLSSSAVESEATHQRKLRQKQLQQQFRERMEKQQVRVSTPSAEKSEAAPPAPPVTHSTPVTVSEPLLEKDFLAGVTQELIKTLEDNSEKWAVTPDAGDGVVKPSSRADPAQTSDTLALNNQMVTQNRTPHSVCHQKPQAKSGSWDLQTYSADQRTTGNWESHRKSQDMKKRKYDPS
* = called active by the depositor; . = not tested or not shown.

SMILES	XiGFP reactiv	esBAF inh	E-sel inducer	S100A4 MyoIIA	RAD54 branch	EWS-Fli inh	FN deposition inh	RAD52 inh
CC1CC(C)CN(C(=O)COc2cccnc2[N+](=O)[O-])C1 (stereo not given)	0.3	-1	0.0	-4	4	0	-1	-1
CC1Sc2ccc(S(=O)(=O)CCC(=O)N3CCN(c4cccc(Cl)c4)CC3)cc2NC1=O (stereo not given)	0.0	-6	.	12	-7	.	-8	-21
Cc1c(Br)c([N+](=O)[O-])nn1CC(=O)Nc1ccc(C(C)C)cc1	0.0	2	1.9	-1	-1	12	-3	-5
C/C(=N\NC(=O)c1cccc([N+](=O)[O-])c1)c1cccs1	0.0	.	.	-7	6	-27	-5	-11
C[C@H](CO)N1C[C@H](C)[C@@H](CN(C)C(=O)c2ccccc2)OCCCC[C@H](C)Oc2ccc(NC(=O)c3ccncc3)cc2C1=O	0.0	-6	0.0	1	-13	7	.	25
CCCCNC(=O)Nc1cc(C)on1	.	10	-0.8	.	-1	.	5	.
COc1ccc(C(C#N)c2ccc(Cl)nn2)cc1 (stereo not given)	0.1	.	.	-2	.	10	4	-1
CC1CCCC(C)N1C(=O)COC(=O)/C=C/c1ccc(Br)o1 (stereo not given)	0.4	-2	-0.6	40	-11	-3	.	-28
COc1ccc(Cl)cc1NC(=O)CN(C)C(=O)Cc1ccc2c(c1)CCC2	0.0	.	-0.1	18	3	.	.	-12
COc1cccc(CNC(=O)COC(=O)C2CCN(c3ccc(C(F)(F)F)cn3)CC2)c1	0.2	-1	5.1	0	2	-3	1	-22
CCN(Cc1cc(OC)c(OC)c(OC)c1)C(=S)Nc1cccc(SC)c1	0.2	14	0.0	-1	7	18	2	-21
CCC(=O)c1ccccc1OCCN1CCN(CC)CC1	-0.1	.	0.8	-2	.	9	-10	-2
Cn1c(=O)c2c(ncn2Cc2nnc(N)s2)n(C)c1=O	0.0	3	-5.5	-8	2	-2	7	-9
CC(C)CCn1c(O)c(N=NC(=O)c2ccco2)c2ccccc21	0.3	.	-2.6	15	.	40	7	-11
CCCc1cn(CC[C@@H]2CC[C@@H](NC(=O)C3CCCCC3)[C@@H](CO)O2)nn1	-0.3	-6	-0.2	-4	7	4	.	-6
COc1cccc(S(=O)(=O)Nc2ccc3c(c2)C(=O)N(C)[C@@H]2CC[C@@H](CC(=O)NCC4CCCCC4)O[C@@H]2CO3)c1	0.0	-1	0.3	8	9	10	15	-7
CC(=O)NC(=S)Nc1ccc(NC(=O)c2cccnc2Cl)cc1	0.0	18	8.7	-1	-6	-11	1	-9
COc1cccc(CNC(=O)CCC2CCCN(C(=O)c3ccoc3C)C2)c1 (stereo not given)	0.0	5	.	-7	1	-1	1	-22
CC(C)(C)N(Cc1ccccc1)C(=O)COC(=O)c1cccc([N+](=O)[O-])c1	0.0	-2	3.3	-5	6	5	.	-5
COc1cc(C2C=C(Nc3ccccc3)C(=O)N2c2ccccc2)ccc1O (stereo not given)	0.0	.	0.4	.	4	.	7	.
Cc1ccc(NC(=O)COC(=O)Cn2ccc(C(F)(F)F)n2)cc1Cl	0.1	-3	.	0	-19	0	6	-9
COC(=O)c1cc(OC)c(OC)cc1NC(=O)c1cccc(C)c1	0.1	-11	-0.2	6	.	-2	-5	-10
COc1cccc(S(=O)(=O)Nc2ccc3c(c2)C(=O)N(C)[C@H]2CC[C@@H](CC(=O)NCC4CCCCC4)O[C@H]2CO3)c1	0.0	19	-0.2	27	2	2	-9	4
C[C@@H]1CCCCO[C@H](CN(C)C)[C@H](C)CN([C@H](C)CO)C(=O)c2cc(NC(=O)Nc3ccc4c(c3)OCO4)ccc2O1	-0.1	-6	-0.1	2	4	-7	.	10
Cc1cc(NS(=O)(=O)c2ccc(NC(=O)c3cc4cc(Br)ccc4oc3=O)cc2)no1	0.0	0	-1.1	5	.	2	11	-9
COc1ccc(NC(=O)N(C)C[C@@H]2OCCCC[C@@H](C)Oc3ccc(NS(=O)(=O)c4ccc(Cl)cc4)cc3C(=O)N([C@H](C)CO)C[C@H]2C)cc1	0.3	1	1.6	4	-12	-16	6	1
C[C@H]1CN([C@@H](C)CO)C(=O)c2cc(NC(=O)Cc3cn(C)c4ccccc34)ccc2O[C@@H]1CN(C)S(=O)(=O)c1cccs1	-0.7	4	.	-11	0	-8	.	-16
CC(C)CCOP(=O)(c1ccc(N(C)C)cc1)C(O)c1ccc(C(C)C)cc1 (stereo not given)	0.1	4	-0.1	-2	4	7	-6	-15
CC1(C)CC(=O)C2=C(C1)Nc1ccccc1NC2c1ccc([N+](=O)[O-])cc1 (stereo not given)	0.6	.	0.8	-4	.	13	5	-2
CCN1[C@@H]2c3ccc(-c4ccccc4)c(=O)n3C[C@H]1[C@H](CO)[C@H]2C(=O)Nc1ccccc1	0.4	-3	-0.2	-13	3	8	.	-4
CO[C@H]1CN(C)C(=O)c2ccc(NC(=O)CC(F)(F)F)cc2OC[C@H](C)N(C(=O)C2CCOCC2)C[C@@H]1C	-0.2	.	-0.2	-18	.	1	.	-26
C[C@H]1CN([C@@H](C)CO)C(=O)Cc2cc(NC(=O)Nc3ccccc3)ccc2O[C@@H]1CN(C)C(=O)Nc1ccc2c(c1)OCO2	0.2	-16	0.3	15	-13	-2	.	0
CC(CNC(=O)CCc1nnc2ccc(N3CCC4(CC3)OCCO4)nn12)c1ccccc1 (stereo not given)	0.0	-3	.	0	5	.	-2	-11
CC(C)CC#Cc1ccc2c(c1)O[C@@H](CN(C)C(=O)Nc1ccccc1)[C@@H](C)CN([C@H](C)CO)S2(=O)=O	0.1	-16	-0.4	117*	1	27	-1	8
CC1(C)CC(C)(O)N(Cc2ccccc2)C(=S)N1 (stereo not given)	0.0	10	3.0	6	12	-3	0	-8
CN(C)C(=O)c1ccc(-c2ccc([C@@H]3[C@H](CO)N4CCCCN(S(C)(=O)=O)C[C@@H]34)cc2)cc1	0.3	.	0.5	0	2	.	.	-16
O=[N+]([O-])c1ccccc1N(CC1CO1)S(=O)(=O)c1ccccc1 (stereo not given)	0.2	6	.	-4	.	14	-4	-6
C[C@@H]1CN([C@@H](C)CO)C(=O)c2cc(NS(=O)(=O)c3ccc(Cl)cc3)ccc2O[C@@H](C)CCCCO[C@@H]1CN(C)C(=O)Nc1cccc2ccccc12	0.1	3	.	6	1	1	2	-3
C[C@@H]1CN([C@@H](C)CO)C(=O)Cc2cc(NS(C)(=O)=O)ccc2O[C@H]1CN(C)C(=O)Nc1cccc2ccccc12	0.2	-1	.	22	-1	.	.	-6
COc1ccc(CNC(=O)CCS(=O)(=O)c2ccc3c(c2)NC(=O)C(C)S3)cc1 (stereo not given)	0.3	-7	.	-7	5	-1	0	-72
CO[C@@H]1CN(C)C(=O)c2ccc(NC(=O)C3CCCC3)cc2OC[C@@H](C)N(Cc2cccnc2)C[C@H]1C	0.3	-3	0.2	-28	8	8	5	-5
CCOc1ccccc1-n1nnnc1SCC(=O)N(C)C1CCS(=O)(=O)C1 (stereo not given)	0.0	2	-0.3	0	-5	3	2	2
CCC(O)C1CCN(Cc2cn(Cc3ccccc3)nc2-c2cc3ccccc3o2)CC1 (stereo not given)	-0.1	.	.	-8	.	13	14	-5
CC1CCCC(C)N1C(=O)Cc1ccccc1 (stereo not given)	.	-3	.	8	5	-2	.	-17
Nc1ccc(Sc2ccccc2Cl)nc1	0.1	.	.	4	.	-18	4	-14
C[C@@H]1CN([C@@H](C)CO)C(=O)Cc2cc(NC(=O)CCCN(C)C)ccc2O[C@@H]1CN(C)S(=O)(=O)c1ccccc1	-0.6	-1	8.2	.	3	-1	0	.
COc1ccc(CN(C)C[C@@H]2Oc3c(NC(=O)Nc4ccc(OC)cc4)cccc3C(=O)N([C@H](C)CO)C[C@@H]2C)cc1	0.8	4	1.1	-35	4	-11	.	8
C[C@@H]1CN([C@@H](C)CO)C(=O)c2cccc(NC(=O)c3ccc(-c4nccs4)cc3)c2O[C@@H]1CN(C)C(=O)Nc1ccc2c(c1)OCO2	-0.6	4	10	3	-3	-6	.	20

Shown as a hit in S100A4 MyoIIA (from the list above):
SMILES | esBAF inh | S100A4 MyoIIA | RAD52 inh
CC(C)CC#Cc1ccc2c(c1)O[C@@H](CN(C)C(=O)Nc1ccccc1)[C@@H](C)CN([C@H](C)CO)S2(=O)=O | -16 | 117* | 8

3 of the entries above in order of the esBAF inh value, largest number first:
SMILES	esBAF inh
C[C@@H]1CN([C@@H](C)CO)C(=O)c2cccc(NC(=O)c3ccc(-c4nccs4)cc3)c2O[C@@H]1CN(C)C(=O)Nc1ccc2c(c1)OCO2	4
CO[C@@H]1CN(C)C(=O)c2ccc(NC(=O)C3CCCC3)cc2OC[C@@H](C)N(Cc2cccnc2)C[C@H]1C	-3
COc1ccc(CNC(=O)CCS(=O)(=O)c2ccc3c(c2)NC(=O)C(C)S3)cc1 (stereo not given)	-7

In the list so far, these have a thiophene ring, fused or not:
SMILES	XiGFP reactiv	esBAF inh	E-sel inducer	S100A4 MyoIIA	RAD54 branch	EWS-Fli inh	FN deposition inh	RAD52 inh
C/C(=N\NC(=O)c1cccc([N+](=O)[O-])c1)c1cccs1	0.0	.	.	-7	6	-27	-5	-11
C[C@H]1CN([C@@H](C)CO)C(=O)c2cc(NC(=O)Cc3cn(C)c4ccccc34)ccc2O[C@@H]1CN(C)S(=O)(=O)c1cccs1	-0.7	4	.	-11	0	-8	.	-16

Following part
SMILES	XiGFP reactiv	esBAF inh	E-sel inducer	S100A4 MyoIIA	RAD54 branch	EWS-Fli inh	FN deposition inh	RAD52 inh
COc1ccccc1CNC(=O)C1CC2Cn3c(nc4cc5ccccc5cc43)C2N1C (stereo not given)	0.1	11	0.1	-1	-2	-1	4	-12
COc1ccc(CC(=O)N/N=C(\C)c2cccnc2)cc1	0.0	.	.	12	0	-3	-1	-13
COc1ccc2c3c([nH]c2c1)[C@@H](CO)N(C(=O)C1CCCC1)CC31CCN(C(=O)NC(C)C)CC1	0.5	.	-0.2	-1	.	-5	.	3
CCN1CCN(CCC(=O)Nc2cc(OC)ccc2OC)CC1	0.0	3	0.0	-15	-4	-5	6	-1
O=C(NCCCn1ccnc1)/C(=C\c1cccnc1)NC(=O)c1ccccc1F	0.1	.	.	3	.	-5	.	-6
C[C@@H]1CCCCO[C@H](CN(C)C(=O)Nc2cccc3ccccc23)[C@@H](C)CN([C@@H](C)CO)C(=O)c2cc(NC(=O)c3ccccc3)ccc2O1	0.5	0	.	59	2	23	-7	-9
COc1ccc(C(=O)N2C[C@H]3[C@@H](c4ccccc42)[C@H](CO)N3C(=O)Cc2ccccn2)cc1	-0.1	-5	0.2	0	-20	-10	1	4
C[C@H]1CN([C@@H](C)CO)C(=O)c2cc(NC(=O)Cc3cn(C)c4ccccc34)ccc2O[C@H]1CN(C)S(=O)(=O)c1ccccc1	0.1	2	.	-2	1	0	.	-31
O=C(C[C@@H]1C[C@H]2c3cc(NC(=O)Nc4ccccc4)ccc3O[C@H]2[C@H](CO)O1)NCc1ccccn1	0.0	2	0.1	10	1	4	18	-14
O=C(c1ccncc1)N1CC(=O)N2[C@@H](CO)[C@H](c3ccc(-c4ccccc4F)cc3)[C@@H]2C1	0.0	.	0.0	-5	.	3	.	-6
Cc1ccccc1CC(=O)c1ccc(O)c(C)c1O	0.0	.	.	-1	.	-12	-1	-10

High-throughput results (PubChem)

This is a random part of the collection; any-hit rate near 3%.
